Assay outcomes from PubChem.
b-catenin transl – modulators of beta-catenin nuclear translocation, primary screen, imaging, HeLa cells, immunofluorescence, high-content; 0.3% of 190,000 active; nuclear translocation activity, % at 5 µM; AID 1665, 2009;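 active = nuclear translocation activity above 50% at 5 µM, with a well cell count of 50 or more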;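 also: per-cell ratio of nuclear to cytoplasmic median beta-catenin stain intensity; plate controls were DMSO negative control for no effect and GSK-3 inhibitor IX positive control for full effect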
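Assay system: human HeLa cells, native beta-catenin; doses: 5 µM primary, 0.02–20 µM confirmation; incubation: compound treatment 24 h, 37°C, 5% CO2; technique: fluorescence imaging of beta-catenin antibody stain plus DAPI; measure: % activation, nuclear-to-cytoplasmic median beta-catenin signal ratio per cell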
Ins promoter up – insulin promoter activators in MIN6 cells, imaging, high-content screening, mouse beta cells; AID 1625, 2009; MIN6 insulin promoter-GFP reporter; active compounds read high; z-score at 5 µM; 0.3% of 190,000 active;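 active = z-score above 3 at 5 µM with at least 500 cells counted in the well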
ER stress rescue – rescue of cells from ER stress-induced death, primary screen, 384-well, CSM14.1, thapsigargin, ATP luminescence (AID 1222). CSM14.1 thapsigargin-induced death rescue, ATP luminescence; higher % means a stronger effect. cellular ATP content (survival), % at 20 µM, or EC50 in µM where a hit was titrated. 190,000 tested, under 10 active;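 active = EC50 below 50 µM in the dose-response confirmation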;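 also: death triggered by thapsigargin at about 15 µM added after 2 h compound pretreatment; cell ATP read after overnight thapsigargin exposure of roughly 18 to 22 hours; normalized against plate controls of thapsigargin alone and 5% DMSO vehicle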
Lipid droplet – inhibitors of hepatocyte lipid droplet formation, primary screen, imaging, high-throughput imaging, BODIPY stain; AML12 mouse hepatocytes, oleate lipid droplets; inhibition, % at 6.5 µM; 0.4% of 240,000 active;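 active = lipid droplet intensity inhibited by at least 50%, with more than 500 cells counted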
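Assay system: AML12 hepatocytes (mouse); Probe or stimulus: oleic acid at 100 µM to induce lipid droplet formation; Dosing: compound at 6.5 µM only; Schedule: compound with oleate, overnight; Detection: fluorescence imaging, 20x objective, two fields per well; Measure: % inhibition of lipid droplet signal.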
WT yeast gro inh – growth inhibition of WT strain, primary screen, mitochondrial fusion inhibitor project, WT and mutant strains, chemical genetic. mitochondrial fusion phenotypic screen. inhibition, % at 10 µM. 2.1% of 190,000 active; in the data active = inhibition above about 58%; tested in S. cerevisiae
Dynein cargo inh – inhibitors of GR-EGFP nuclear translocation, primary screen, dynein cargo transport inhibitor project, imaging, high-content, 3617.4 mouse cells | test concentration mostly 20 µM; stimulated with dexamethasone, 1 µM; active compounds read low | AID 1381, 2008 | 0.47% of 220,000 active | z-score, hits read low;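 active = plate z-score of nuclear minus cytoplasmic receptor signal below a set negative limit, without overly bright fluorescence or cell loss, cut at about -3.5 in these data, passing the limit was not always enough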;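 also: z-score of nuclear minus cytoplasmic ring GR-EGFP intensity difference per well; some compounds called inactive have numbers as strong as hits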
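medium = tetracycline-free induction medium containing charcoal-stripped FBS | probe or stimulus = dexamethasone, 1.0 µM final | timing = 48 h induction, then 1 h compound, then 30 min agonist, 37 °C | detection = automated 10x imaging of fixed Hoechst-stained cells | read-out basis = nuclear versus cytoplasmic GR-EGFP signal, averaged per well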
XIAP antagonists – XIAP antagonists, biochemical, IAP family, fluorescence polarization (AID 1018). displacement, % at 20 µM, or IC50 in µM where a hit was titrated. XIAP BIR domain, fluorescence polarization peptide displacement; higher % means a stronger effect. 0.007% of 200,000 active; in the data active = displacement above about 50%; also: a part of the inactive calls stands beside numbers as strong as those of hits
MT stabilize HCS – microtubule stabilizers in HeLa cells, primary screen, imaging, high-content imaging; 0.83% of 200,000 active; % tubulin-high responders, % at 10 µM; AID 2205, 2009; HeLa tubulin immunostaining HCS, 24 h; share of cells brighter than vehicle mean+2SD;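 active = plate Z-score above 3 for both tubulin-high and condensed-nucleus cell shares, with cell loss under 80%, at 10 µM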;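 also: anti alpha tubulin signal scored within the nucleus-defined area of each cell; some results filed as inactive read as strong as hits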
Autophagy mod – autophagy modulators in MEF cells, primary screen, imaging, high-content, MEF GFP-LC3 | AID 463193, 2010 | calls only at 10 µM (by protocol) | 0.98% of 190,000 active | MEF GFP-LC3 puncta imaging; test concentration mostly 10 µM;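 active = percentage of spot-positive cells more than 3 SD above its plate mean, without a fluorescence outlier flag or 80% toxicity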;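 also: spot-positive cell cutoff set from DMSO-treated cells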
WT yeast gro inh mutant strain – recorded beside WT yeast gro inh, whose call it bears; inhibition, %; mitochondrial fusion phenotypic screen, mutant strain inhibition
Dynein cargo inh cytoplasmic EGFP – recorded beside Dynein cargo inh, whose call it bears; z-score; measured here: cytoplasmic GR-EGFP intensity; active compounds read high
Dynein cargo inh nuclear GR-EGFP – also measured in Dynein cargo inh; calls as there; z-score; measured here: nuclear GR-EGFP intensity;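 lower value marks the stronger effect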
Dynein cargo inh cell count – recorded beside Dynein cargo inh, whose call it bears; z-score; measured here: cell count per field
Ins promoter up cell count – recorded beside Ins promoter up, whose call it bears; cell count; measured here: cytotoxicity, nuclei count;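 total cells summed across four imaged fields per well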
Lipid droplet cells 6.5 µM – further read-out of Lipid droplet, marked with its call; cell count; measured here: cell count, cytotoxicity flag;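 cells counted across two imaged fields per well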
b-catenin transl cell count 5 µM – also measured in b-catenin transl; calls as there; cell count; measured here: cell count, cytotoxicity flag
MT stabilize HCS Hoechst-high % – also measured in MT stabilize HCS; calls as there; % Hoechst-high responders; measured here: nuclear condensation Hoechst responders;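 share of cells brighter than vehicle mean plus two SD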
MT stabilize HCS cytotoxicity % – also measured in MT stabilize HCS; calls as there; toxicity, %; measured here: cytotoxicity by cell density;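 0% = mean cell density of plate MIN control wells and 100% = no cells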
Autophagy mod cell loss 18 h – recorded beside Autophagy mod, whose call it bears; toxicity, %; measured here: cell loss, nuclei count;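 cell loss after 18 h compound exposure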
Numbers without * were called inactive; i = inactive; · = no result given; + = active, no number.

SMILES	b-catenin transl	b-catenin transl cell count 5 µM	Ins promoter up	Ins promoter up cell count	ER stress rescue	Lipid droplet	Lipid droplet cells 6.5 µM	WT yeast gro inh	WT yeast gro inh mutant strain	Dynein cargo inh	Dynein cargo inh cytoplasmic EGFP	Dynein cargo inh nuclear GR-EGFP	Dynein cargo inh cell count	XIAP antagonists	MT stabilize HCS	MT stabilize HCS Hoechst-high %	MT stabilize HCS cytotoxicity %	Autophagy mod	Autophagy mod cell loss 18 h
O=C(Cc1ccc(Cl)c(Cl)c1)Nc1ccccc1N1CCOCC1	-2.2	1111	0.23	1265	1.0%	-13.2	712	29.2	8.6	-0.744	-0.225	-0.283	0.74	-5.9%	2.4	2.3	5.9	i	-0.3
Cc1ccc(C(C#N)N2CCOCC2)cc1 (stereo not drawn)	-3.7	1190	·	·	0.3%	-2.6	750	-13.4	-16.0	-0.821	-0.428	-0.313	0.457	-2.2%	4.3	1.6	12.2	i	4.1
O=[n+]1cc(-c2ccccc2)n([O-])c2c1CCC2	-3.8	1044	0.13	822	-1.5%	-12.8	748	-3.9	24.0	0.184	-0.372	0.399	-0.35	-1.6%	2.9	1.6	9.4	i	6.2
CCn1c(SCC(=O)N2CCN(c3ccccc3)CC2)nc2c(c1=O)SC(C)C2 (stereo not drawn)	2.4	990	1.4	1033	1.2%	-51.3	626	0.4	6.0	-0.614	-0.16	-0.0457	-0.167	-18.1%	2.4	2.4	9.2	·	·
O=C(CCSc1ccccc1)Nc1ccc(S(=O)(=O)Nc2ncccn2)cc1	-1.4	1188	·	·	-0.9%	10.7	674	10.2	2.0	0.028	-0.241	0.137	0.1	-3.0%	3.6	3.0	0.3	i	6.0
CCC(C)Sc1nc2c(c(=O)[nH]c(=O)n2C)n1Cc1ccc(Cl)cc1 (stereo not drawn)	0.2	1149	-0.45	1093	-0.5%	·	·	13.1	-16.9	-0.577	-0.192	0.43	0.803	4.0%	3.8	1.5	4.0	i	3.0
CCCn1c(N)c(C(=O)NS(=O)(=O)c2ccc(C)cc2)c(=O)n(C)c1=O	-6.3	1048	-0.43	1450	-0.2%	3.8	687	0.0	9.8	1.11	-0.277	0.128	-0.603	0.3%	1.9	2.2	0.5	i	7.5
CCCCNC(=O)CCCCCn1c(=O)[nH]c2cc(OC)c(OC)cc2c1=O	-2.9	1388	-0.16	1443	-0.1%	·	·	-4.8	-2.3	0.491	-0.119	1.01	-0.323	-4.5%	6.2	2.1	9.1	i	8.7
CC(C)[C@H](NC(=O)c1cccc(S(=O)(=O)N2CCOCC2)c1)C(=O)Nc1nccs1	-2.6	921	-0.01	1630	-0.5%	-0.8	704	-4.7	7.3	0.00567	-0.105	-0.0097	-0.306	-10.3%	3.6	1.3	4.9	i	-4.3
CCc1ccccc1NC(=O)COc1cccc2ccc(C)nc12	0.1	989	-0.32	1379	-1.5%	-9.4	682	12.1	-5.8	-0.756	-0.305	-0.782	0.918	-4.0%	2.3	1.6	4.8	i	2.8
Cc1cccc(-n2c(O)c(C=Nc3ccc4c(c3)OCO4)c3ccccc3c2=O)n1	-4.0	994	0.01	1432	-1.3%	·	·	2.1	3.3	-0.299	-0.136	0.125	0.185	9.7%	1.9	3.9	11.4	i	-9.2
O=C(Nc1nncs1)c1ccc(S(=O)(=O)c2ccccc2)cc1	·	·	0.95	1287	-2.7%	0.3	733	12.3	7.3	0.355	-0.207	-0.0193	1.17	-2.5%	4.0	1.9	7.5	i	-13.0
NS(=O)(=O)c1ccc(NC(=O)COC(=O)COc2ccc(Cl)cc2)cc1	1.7	983	-0.13	1566	-1.5%	19.0	679	-1.3	-8.0	1.69	0.0216	1.62	-2.26	-1.5%	1.7	1.7	7.4	i	-2.7
CCOC(=O)CSc1nc2ccccc2c(=O)n1CC	·	·	-0.06	1351	-0.2%	1.0	748	-7.0	-9.1	1.03	-0.235	0.464	0.474	-1.6%	4.0	2.9	2.3	i	9.4
CCn1c(C)c(C(C)=O)c(N2CCN(c3ccccc3)CC2)nc1=S	2.3	896	1.29	952	0.4%	-1.1	780	-1.4	6.2	-0.184	-0.275	-0.199	0.0173	-3.6%	2.0	1.1	3.4	i	0.1
CCOc1ccc(-c2nnn(CC(=O)N3CCCC3)n2)cc1OCC	-4.7	574	·	·	-5.4%	-9.8	761	-17.0	0.6	0.0639	0.672	0.28	0.0711	-6.3%	3.8	2.7	7.0	i	-2.6
O=C(NCCCN1CCOCC1)c1ccc(Sc2ccccc2Cl)c([N+](=O)[O-])c1	-1.6	1053	0.59	1492	0.3%	16.0	689	2.2	-4.7	0.47	-0.161	0.592	-0.568	-3.7%	2.9	1.9	0.0	i	7.4
CCN(CC)C(=O)N1CCN(S(=O)(=O)c2c(C)cc(C)cc2C)CC1	-0.7	1528	0.64	1572	4.9%	-16.7	667	3.2	2.6	-0.506	-0.284	-0.482	1.57	-2.0%	2.2	1.1	8.5	i	1.3
O=S1(=O)C[C@@H](N2CCOCC2)[C@H](N2CCOCC2)C1	-0.6	1198	·	·	2.9%	-2.6	709	2.4	-1.6	-0.646	-0.261	-0.245	0.703	-3.6%	2.1	2.3	5.1	i	-6.2
CCOc1c(Br)cc(/C=C2/SC(=O)N(CC(=O)N3CCCC3)C2=O)cc1OC	1.8	1084	-0.27	1814	1.4%	6.8	597	-13.6	-0.2	-0.174	-0.17	0.452	0.602	-0.9%	4.1	2.1	4.3	i	-24.5
CCn1c(SCC(=O)Nc2ccccc2C)nnc1-c1ccccc1O	-0.5	1078	0.06	1905	-2.1%	-2.0	636	-2.1	9.1	0.108	-0.22	-0.114	-0.356	-9.9%	3.2	1.8	8.3	i	2.3
O=c1c2ccccc2nnn1CSc1nc2sc3c(c2c(=O)n1CC1CCCO1)CCC3 (stereo not drawn)	1.6	960	-2.17	1018	24.7%	·	·	14.6	-5.8	0.739	0.0156	1.14	-1.94	-2.7%	5.6	2.2	8.7	i	0.9
Cc1ccc(S(=O)(=O)NCC(=O)N(CC(=O)NCc2ccco2)Cc2cccs2)cc1	-1.4	1389	-0.34	1445	-1.0%	·	·	-11.5	-14.0	-0.0984	-0.233	-0.833	0.452	-1.7%	2.9	1.1	4.5	i	-4.1
CCCCCCc1cc2cc(S(=O)(=O)c3ccc(Cl)cc3)c(=O)oc2cc1O	-0.7	490	0	947	-3.2%	-43.5	733	88.5*	85.1*	3.81	0.851	4.11	-2.04	-6.0%	3.3	1.8	3.8	i	23.4
Brc1cc2[nH]cnc2c2ccccc12	·	·	·	·	2.2%	-18.4	733	51.6	35.9	-0.0475	-0.236	-0.203	0.632	0.7%	4.3	3.5	2.4	i	-0.6
New compounds follow
SMILES	b-catenin transl	b-catenin transl cell count 5 µM	Ins promoter up	Ins promoter up cell count	ER stress rescue	Lipid droplet	Lipid droplet cells 6.5 µM	WT yeast gro inh	WT yeast gro inh mutant strain	Dynein cargo inh	Dynein cargo inh cytoplasmic EGFP	Dynein cargo inh nuclear GR-EGFP	Dynein cargo inh cell count	XIAP antagonists	MT stabilize HCS	MT stabilize HCS Hoechst-high %	MT stabilize HCS cytotoxicity %	Autophagy mod	Autophagy mod cell loss 18 h
COC(=O)Nc1ccc(S(=O)(=O)N2CCCc3ccccc32)cc1	-1.1	1077	0.56	1426	-1.9%	-25.5	664	-1.4	10.5	-0.277	0.0605	0.145	0.348	-5.6%	19.3*	16.3*	77.1*	+	42.7*
COc1ccc2nc(/N=C\N(C)C)sc2c1	0.3	1185	-0.11	1659	0.8%	·	·	4.4	6.0	-0.935	-0.0736	-0.568	1.45	-0.2%	2.1	1.4	7.5	i	8.4
OCC1(Cc2ccc(Cl)cc2)CCN(Cc2ccc3nsnc3c2)CC1	0.3	990	-0.56	1300	-1.8%	-15.2	686	43.8	35.1	-0.105	-0.0879	-0.161	0.425	-5.0%	2.7	1.8	11.7	i	16.3
Cc1ccc(C)c(OCC(=O)Nn2c(C)nc3ccccc3c2=O)c1	1.3	1384	0.31	1661	0.7%	·	·	·	·	-0.838	-0.186	-0.239	-0.0197	-4.3%	2.6	1.5	4.1	i	-0.5
CCOC(=O)CCC(=O)Nc1ccc(S(=O)(=O)N2CCC(C)CC2)cc1	-0.5	1157	0.09	1260	-1.3%	4.6	744	-12.6	-9.9	-0.969	-0.164	-0.522	0.554	-4.6%	3.8	2.7	2.1	i	-5.9
Cn1c(C(=O)NC2CCCC2)cc2c(=O)n(C)c3ccccc3c21	0.3	1171	0.39	871	1.3%	·	·	11.3	-3.6	1.41	0.251	1.23	-2.12	-6.7%	3.8	3.4	11.2	i	1.3
Cc1ccc2c(ccc[n+]2CC(=O)c2ccccc2)c1	0.9	1121	-0.66	1369	-1.6%	-2.6	627	-0.6	-10.1	-1.12	-0.226	-0.686	0.212	-5.9%	3.7	2.2	6.0	i	-38.9
